Bioassay records from PubChem.
CXCR6 inh = blocks human CXCR6 beta-arrestin recruitment; O00574; CHO-K1 PathHunter CXCR6 beta-arrestin, luminescence; inhibition, % at 20 µM; actives 0.36% (n = 360,000); in the data active means inhibition above about 34%, passing the limit was not always enough;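 further: antagonist mode with CXCL16 agonist at 10 nM final; 0% = 10 nM CXCL16 with DMSO and 100% = unstimulated wells without agonist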
Target sequence (O00574 whole entry, looked up): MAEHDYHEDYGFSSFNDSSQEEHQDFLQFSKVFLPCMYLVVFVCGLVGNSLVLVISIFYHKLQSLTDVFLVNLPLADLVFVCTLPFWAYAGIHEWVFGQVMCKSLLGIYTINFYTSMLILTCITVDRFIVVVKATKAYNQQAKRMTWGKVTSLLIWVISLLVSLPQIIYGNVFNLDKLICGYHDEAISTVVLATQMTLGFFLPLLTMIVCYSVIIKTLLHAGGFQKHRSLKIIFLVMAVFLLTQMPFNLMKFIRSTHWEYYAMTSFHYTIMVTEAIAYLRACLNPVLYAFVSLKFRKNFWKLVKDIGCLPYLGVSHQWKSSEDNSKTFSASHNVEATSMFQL
697 NFkB inh = lowers PMA/ionomycin-induced NF-kB signal in 697 B cells; 697 B-cell NF-kB luciferase reporter, 16 h; inhibition, % at 4 µM; actives 0.33% (n = 330,000); AID 435022; in the data active means inhibition above about 35%
UBC13 inh = human UBC13 polyubiquitination inhibition; P61088; UBC13 polyubiquitin chain formation, TR-FRET; inhibition, % at 20 µM; actives 0.47% (n = 330,000); in the data active means inhibition above about 45%, passing the limit was not always enough; inconclusive means no clear call, values can overlap the other calls
CCR6 antagonist = blocks CCL20-driven beta-arrestin recruitment at human CCR6; P51684; CHO-K1 CCR6 PathHunter beta-arrestin, luminescence, CCL20-stimulated; inhibition, % at 20 µM; actives 0.49% (n = 340,000); AID 493098;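 active means compounds whose inhibition of the agonist-driven luminescence signal at 20 µM reaches about 50%, limit read from the data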;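 further: cells stimulated with CCL20 at 14 nM final; plate controls were DMSO with CCL20 for no effect and DMSO without agonist for full effect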
Target sequence (P51684 whole entry, looked up): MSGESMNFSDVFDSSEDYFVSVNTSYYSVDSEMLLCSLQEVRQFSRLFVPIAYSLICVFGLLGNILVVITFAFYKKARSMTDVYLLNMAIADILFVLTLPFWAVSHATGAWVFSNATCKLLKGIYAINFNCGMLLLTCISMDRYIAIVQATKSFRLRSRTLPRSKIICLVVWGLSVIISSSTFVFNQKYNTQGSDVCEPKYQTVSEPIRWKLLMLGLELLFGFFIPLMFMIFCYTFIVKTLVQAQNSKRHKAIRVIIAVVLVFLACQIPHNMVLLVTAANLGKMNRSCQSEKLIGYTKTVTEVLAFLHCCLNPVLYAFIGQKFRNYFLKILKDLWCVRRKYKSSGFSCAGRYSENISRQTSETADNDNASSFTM
Jurkat NFkB inh = inhibitors of the PMA/ionomycin-induced NF-kB reporter in Jurkat cells; actives 0.53% (n = 330,000); inhibition, % at 4 µM; PMA/ionomycin-induced NF-kB luciferase reporter, luminescence; AID 435003; in the data active means inhibition above about 50%
Gli-Sufu block = blocks Gli-Sufu signaling in a luciferase reporter; inhibition, % at 5 µM; AID 588413; Sufu-KO-LIGHT fibroblasts, Gli luciferase reporter luminescence; actives 0.74% (n = 340,000);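 active means inhibition above about 55%, limit read from the data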;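 further: 0% = DMSO-treated cells and 100% = wells with medium but no cells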
APJ antagonist = antagonists of human APJ apelin receptor. inhibition, % at 20 µM. actives 0.32% (n = 330,000). CHO-K1 APJ beta-arrestin complementation, luminescence. P35414;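 active means inhibition above about 40% at 20 µM, limit read from the data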;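 further: cells challenged with 10 nM apelin-13 agonist together with compound; plate controls were apelin-13 plus DMSO wells for no effect and DMSO wells lacking apelin-13 for full effect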
EBI2 block = antagonists of human EBI2 receptor; actives 0.81% (n = 360,000); EBI2 beta-arrestin recruitment, luminescence, 7a,25-OHC stimulated; P32249; inhibition, % at 5 µM; in the data active means inhibition above about 38%;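 further: enzyme fragment complementation signal reports receptor beta-arrestin coupling in cells; 0% = agonist plus DMSO wells and 100% = wells without agonist; some results beyond the cut were filed as inactive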
Target sequence (P32249 whole entry, looked up, the tested form may be a part): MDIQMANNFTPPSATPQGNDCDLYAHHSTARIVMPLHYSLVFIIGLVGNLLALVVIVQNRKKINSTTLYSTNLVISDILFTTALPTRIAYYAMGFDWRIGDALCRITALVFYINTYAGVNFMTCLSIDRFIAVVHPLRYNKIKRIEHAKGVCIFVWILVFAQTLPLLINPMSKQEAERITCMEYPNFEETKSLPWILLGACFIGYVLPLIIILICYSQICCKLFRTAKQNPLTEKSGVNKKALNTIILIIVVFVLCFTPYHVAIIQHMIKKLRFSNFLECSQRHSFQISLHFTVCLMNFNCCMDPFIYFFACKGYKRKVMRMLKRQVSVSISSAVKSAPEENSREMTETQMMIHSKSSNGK
* marks the source's active call; other numbers are inactive results; ? = inconclusive; . = not tested or not shown.

1) CCN(CC)C(=O)c1sc2c(c1C)c(=O)n(-c1ccc(C)c(C)c1)c(=O)n2CC(=O)NCC1CCCO1 (stereo not drawn)
2) Cc1ccc(C(=O)NCC(=O)OC(C)C(=O)NC2CCCc3ccccc32)cc1 (stereo not drawn)
3) Cc1ccc(C)c(S(=O)(=O)Nc2cc3c4c(c2)CCC(=O)N4CCC3)c1
4) COc1cccc(C(=O)Nc2ccc(NC(=O)C3CC=CCC3C(=O)O)cc2)c1 (stereo not drawn)
5) Nc1ccc2c3c(cccc13)-c1ccccc1-2
6) Cc1c(NS(=O)(=O)c2ccc(Cl)c(C(=O)OC(C)C(=O)NCc3ccco3)c2)c(=O)n(-c2ccccc2)n1C (stereo not drawn)
7) CCOC(=O)C1CCN(Cc2nc3ccc(Cl)cc3n2CCO)CC1
8) CCOc1ccc(OCC(=O)NCCS(=O)(=O)N2CCN(c3ccc(F)cc3)CC2)cc1
screen / no.,1,2,3,4,5,6,7,8
CXCR6 inh,-4.9,0.0,-4.3,0.7,-44.6,-3.2,-1.5,-10.6
697 NFkB inh,-9.1,-4.8,-5.5,-7.2,.,-31.7,-15.2,-5.7
UBC13 inh,6.2,6.0,-1.1,-12.9,.,-18.5,-5.9,-6.1
CCR6 antagonist,-8.3,12.2,8.1,4.3,-61.0,9.6,5.2,2.2
Jurkat NFkB inh,-12.0,5.5,7.1,4.1,.,-11.7,-11.6,6.9
Gli-Sufu block,-0.1,-11.5,22.8,12.7,-10.1,1.7,1.1,9.6
APJ antagonist,0.9,-61.2,-40.9,2.5,.,9.9,-5.5,17.4
EBI2 block,1.8,4.7,-5.1,-11.8,-50.9,5.5,14.2,6.4

Molecules listed so far that contain nitrogen in an aromatic ring:
1) CCN(CC)C(=O)c1sc2c(c1C)c(=O)n(-c1ccc(C)c(C)c1)c(=O)n2CC(=O)NCC1CCCO1 (stereo not drawn)
6) Cc1c(NS(=O)(=O)c2ccc(Cl)c(C(=O)OC(C)C(=O)NCc3ccco3)c2)c(=O)n(-c2ccccc2)n1C (stereo not drawn)
7) CCOC(=O)C1CCN(Cc2nc3ccc(Cl)cc3n2CCO)CC1
screen / no.,1,6,7
CXCR6 inh,-4.9,-3.2,-1.5
697 NFkB inh,-9.1,-31.7,-15.2
UBC13 inh,6.2,-18.5,-5.9
CCR6 antagonist,-8.3,9.6,5.2
Jurkat NFkB inh,-12.0,-11.7,-11.6
Gli-Sufu block,-0.1,1.7,1.1
APJ antagonist,0.9,9.9,-5.5
EBI2 block,1.8,5.5,14.2

Carrying on.
9) COc1ccc(CCc2cc(OC)c(OC)c(OC)c2)cc1
10) O=C(COC(=O)/C=C/c1cccs1)NC(c1ccccc1)c1ccccc1
11) COc1ccc(C(=O)/C(=C/O)N=Nc2ccc(F)cc2)cc1
12) CC(C)NC(=O)c1ccccc1S(=O)c1ccccc1C#N (stereo not drawn)
13) CC1CN(c2cnn(C(C)C)c(=O)c2Cl)CC(C)O1 (stereo not drawn)
14) CC(C)(C)c1ccc(-c2cn(-c3ccc(Br)cc3)c3[n+]2CCCS3)cc1
15) N[C@@H](Cc1ccccc1)c1nnc2sc(SCc3ccccc3)nn12
16) O=C(CN1C(=O)c2cccc3cccc1c23)N1CCN(c2cccc(Cl)c2)CC1
screen / no.,9,10,11,12,13,14,15,16
CXCR6 inh,0.9,3.5,-0.9,-2.5,-2.8,-2.2,5.3,-4.5
697 NFkB inh,.,1.4,-49.3,5.1,6.3,.,-11.1,5.1
UBC13 inh,.,5.0,-18.0,-1.1,1.1,.,2.5,17.1
CCR6 antagonist,3.3,2.0,-5.6,-1.9,10.3,12.3,2.7,-0.6
Jurkat NFkB inh,.,7.1,-21.8,10.1,-28.3,.,13.9,-10.7
Gli-Sufu block,31.5,-4.8,9.1,2.2,-8.1,92.6*,7.8,-2.8
APJ antagonist,.,14.7,-14.3,4.4,-1.9,.,-7.3,-19.4
EBI2 block,-1.4,61.6*,12.5,-3.2,1.2,-3.6,1.6,1.8

17) O=C(Nc1ccc(Cl)c(Cl)c1)Nc1cc(S(=O)(=O)N2CCOCC2)ccc1N1CCCC1
18) CS/C(N)=N/N=C/c1c(O)ccc2ccccc12
19) COc1ccc(Cl)cc1NS(=O)(=O)N1CCOCC1
20) CN(C(=O)COC(=O)c1cc([N+](=O)[O-])ccc1Cl)c1ccccc1
21) Cc1ccccc1Nc1nc(N)nc(CN2CCN(C(=O)c3ccccc3)CC2)n1
22) COc1cc(/C=N/Nc2nc(N3CCCCC3)nc(N3CCCCC3)n2)ccc1OC(=O)c1ccco1
23) COCCNC(=O)CN(C(=O)Cn1nnc2ccccc21)c1ccc(C)c(F)c1
24) CCCCn1c(N)c(N(CCC(C)C)C(=O)CCN2C(=O)C3CC=CCC3C2=O)c(=O)[nH]c1=O (stereo not drawn)
screen / no.,17,18,19,20,21,22,23,24
CXCR6 inh,-0.5,10.6,9.3,-14.8,14.0,.,1.9,-1.9
697 NFkB inh,11.9,-1.8,4.8,17.5,11.5,1.3,13.4,21.0
UBC13 inh,-8.3,6.1,1.5,-5.3,6.1,-2.3,1.9,1.3
CCR6 antagonist,11.4,-1.9,5.0,-23.6,4.0,.,-17.0,2.9
Jurkat NFkB inh,-1.8,-60.1,-7.2,0.8,3.4,-21.5,12.3,11.0
Gli-Sufu block,4.6,-21.0,7.1,1.4,7.4,.,-4.8,-1.8
APJ antagonist,-3.9,0.4,13.0,-12.6,-0.1,-16.8,9.5,-5.4
EBI2 block,21.9,3.6,6.2,3.8,-12.8,.,-7.0,-7.2

25) C1=C(CCNc2nnnn2-c2ccccc2)CCCC1
26) Cc1nc(SCC(=O)c2ccc(F)c(F)c2)[nH]c(=O)c1Oc1ccc(Cl)cc1
27) O=C(CCC(=O)Nc1ccccc1)NNC(=O)c1cccs1
28) Cc1ccc(CCc2nnc(SCC(=O)Nc3cccc(Cl)c3)n2-c2ccccc2)o1
29) CC(NC(=O)c1cn(C(C)c2ccccc2F)nn1)c1ccncc1 (stereo not drawn)
30) CC(C)c1c(C(=O)N/N=C/c2ccncc2)nnn1-c1nonc1N
31) Cc1csc(Sc2nc3c(c(=O)[nH]c(=O)n3C)n2Cc2ccccc2Cl)n1
32) COc1ccc(-c2noc(CSc3nc(-c4ccccc4)cc(=O)[nH]3)n2)cc1OC
screen / no.,25,26,27,28,29,30,31,32
CXCR6 inh,-6.4,-4.0,3.7,2.2,-1.7,-0.4,7.3,-2.4
697 NFkB inh,-6.7,27.1,11.1,-3.2,0.8,9.4,-1.0,15.9
UBC13 inh,-5.9,3.4,1.6,8.1,5.3,2.4,13.4,-20.6
CCR6 antagonist,10.2,-1.2,-4.2,12.4,-2.7,-1.6,-1.0,-1.6
Jurkat NFkB inh,-6.9,18.8,13.0,-8.3,-2.8,-5.3,-5.2,-2.5
Gli-Sufu block,7.9,0.9,-0.5,-1.1,-7.3,-0.5,14.9,27.2
APJ antagonist,2.5,4.0,-13.9,1.2,0.0,6.8,12.0,-0.2
EBI2 block,24.8,-6.8,-3.9,16.9,-6.0,-5.2,-6.2,7.2

33) Cc1c(NC(=O)c2nn(CC(C)C)c(=O)c3ccccc23)c(=O)n(-c2ccccc2)n1C
34) Cc1ccccc1N(Cc1nnc2n1CCCCC2)C(=O)Nc1ccccc1
35) N#Cc1c(SCC(=O)O)nc(N2CCCCC2)c2c1CCCC2
36) O=C(Cc1ccc(Cl)cc1)NC1CC1
37) CSc1nsc(SC)c1C(=O)N1CCN(S(=O)(=O)c2ccc(C)cc2)C1C(C)C (stereo not drawn)
38) CC1(C)CC(=O)C=C(c2ccc(F)cc2OCc2ccccc2)C1
39) COc1ccc(-c2nc(=S)c3c(n2Cc2cccnc2)CC(C)(C)OC3)cc1
40) COc1ccccc1NC(=O)COC(=O)c1ccc2ccccc2n1
screen / no.,33,34,35,36,37,38,39,40
CXCR6 inh,-8.4,-9.9,-2.0,-9.7,7.1,8.7,15.2,-3.9
697 NFkB inh,0.6,8.5,-10.1,12.6,-24.1,7.8,-5.4,5.9
UBC13 inh,-5.7,6.5,?,0.3,-9.6,23.2,20.3,7.5
CCR6 antagonist,6.4,-4.1,-13.8,5.1,-4.3,20.4,11.0,4.6
Jurkat NFkB inh,9.8,-3.9,-11.7,9.8,-9.1,8.1,-13.0,-128.8
Gli-Sufu block,-8.9,30.1,2.6,-2.4,9.6,-17.3,-1.2,-0.3
APJ antagonist,22.6,26.5,3.5,2.8,-1.4,-0.8,-4.0,-5.0
EBI2 block,3.8,-2.6,6.7,-17.0,1.4,7.1,-2.1,-2.9

41) Cc1ccc(C(=O)NCCCNC(=O)c2ccco2)cn1
42) COc1cccc(C2c3c(oc4ccccc4c3=O)C(=O)N2CCCN2CCOCC2)c1 (stereo not drawn)
43) O=C1c2ccccc2S(=O)(=O)c2cc(C(=O)N3CCC(N4CCCC4)CC3)ccc21
44) COc1ccccc1N1CCN(S(=O)(=O)c2c(C)[nH]c(C)c2C(=O)N2CCCC2)CC1
45) S=c1[nH]nc(-c2cccnc2)n1/N=C/C=C/c1ccco1
46) O=C(NC1CCCCCC1)c1ccc(OCC2CCCO2)cc1 (stereo not drawn)
47) Cc1ccnc(NC(=O)CCC(=O)N(CC(=O)NCc2ccccc2)Cc2cccs2)c1
48) COc1ccc(/C=N/NC(=O)c2ccc(C)nc2)cc1O
screen / no.,41,42,43,44,45,46,47,48
CXCR6 inh,-0.1,-9.6,-1.4,2.5,-2.1,-5.3,-7.9,-4.1
697 NFkB inh,12.6,7.2,-7.0,0.7,7.2,-71.1,7.0,-17.2
UBC13 inh,-0.9,6.6,17.3,-1.7,1.5,-0.6,3.7,-12.4
CCR6 antagonist,-1.3,5.4,-11.3,10.5,-16.0,12.7,5.5,7.5
Jurkat NFkB inh,3.5,-2.7,-2.6,7.6,13.2,-101.2,-15.1,-23.4
Gli-Sufu block,-9.0,3.5,3.0,-7.9,-0.8,-63.0,4.8,5.6
APJ antagonist,10.9,3.0,-71.1,3.1,11.6,-5.7,6.9,-7.8
EBI2 block,-11.0,-4.2,-23.9,-2.9,-7.1,3.4,2.2,-7.4

Filtered by structure, those above with two or more sulfur atoms
15) N[C@@H](Cc1ccccc1)c1nnc2sc(SCc3ccccc3)nn12
31) Cc1csc(Sc2nc3c(c(=O)[nH]c(=O)n3C)n2Cc2ccccc2Cl)n1
37) CSc1nsc(SC)c1C(=O)N1CCN(S(=O)(=O)c2ccc(C)cc2)C1C(C)C (stereo not drawn)
screen / no.,15,31,37
CXCR6 inh,5.3,7.3,7.1
697 NFkB inh,-11.1,-1.0,-24.1
UBC13 inh,2.5,13.4,-9.6
CCR6 antagonist,2.7,-1.0,-4.3
Jurkat NFkB inh,13.9,-5.2,-9.1
Gli-Sufu block,7.8,14.9,9.6
APJ antagonist,-7.3,12.0,-1.4
EBI2 block,1.6,-6.2,1.4

(cont.)
49) CC(=O)N1CCN(Cc2nc3scc(-c4ccccc4)c3c(=O)[nH]2)CC1
50) Cc1cc(C)c2c(N)c(C(=O)NNC(=O)c3ccccc3)sc2n1
51) CC(C)[C@H](NS(=O)(=O)c1ccccc1)C(=O)OCn1nnc2ccccc2c1=O
52) CCOc1ccc2nc(SCC(=O)N3c4ccccc4Sc4ccccc43)c(C#N)cc2c1
53) CC(=O)Nc1ccc2c(c1)C(=O)N(C1CCCCC1)C2=O
54) Cc1nc(N)sc1-c1csc(NCc2ccccc2)n1
55) CS(=O)(=O)N1CCC(C(=O)O)CC1
56) CC(=O)c1ccc(N2CCN(S(=O)(=O)c3csc(C(N)=O)c3)CC2)cc1
screen / no.,49,50,51,52,53,54,55,56
CXCR6 inh,-3.0,-1.9,-11.2,0.2,-2.0,1.2,-1.9,-8.5
697 NFkB inh,20.7,-21.7,14.6,6.5,1.4,0.9,17.0,-6.5
UBC13 inh,-4.5,-0.6,-5.9,3.3,13.6,-9.5,0.0,-10.1
CCR6 antagonist,0.1,7.1,-0.1,8.9,11.8,14.3,6.1,0.8
Jurkat NFkB inh,1.6,-22.6,3.4,6.3,-9.9,5.2,5.4,13.0
Gli-Sufu block,-2.3,-37.8,-86.7,6.1,-2.2,7.1,2.0,-2.1
APJ antagonist,3.8,-4.5,-12.0,4.8,-12.4,8.1,2.1,-3.9
EBI2 block,1.9,-0.1,-5.3,4.1,-7.8,6.7,-9.7,-13.2

The order is random; any-hit rate near 3%.
